# Assay outcomes (PubChem BioAssay)
# NALP1 yeast inh = inhibitors of NALP1 inflammasome in yeast; S. cerevisiae NALP1/ASC/caspase-1 growth, X-gal OD620, 72 h; inhibition, % at 10 µM; actives 0.61% (n = 280,000); in the data active = inhibition mostly above about 24%, no sharp cut-off; inactive = mostly below about 32%; also: some compounds called inactive have numbers as strong as hits
# OXTR ag = activates the human oxytocin receptor; P30559; CHO-OTR cells, Fluo-8 calcium fluorescence; normalized: DMSO 0%, oxytocin 100%; activation, % at 3 µM; actives 0.32% (n = 320,000); AID 2435;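 active = activation above the mean of all tested compounds plus 3 SD, cutoff set per screening run, cut at about 20% in these data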;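 also: peak over basal fluorescence ratio from a 100 s FLIPR kinetic read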
# MEKK2 mut-MEK5 = signal of MEK5 binding to mutant human MEKK2 PB1 domain. actives 0.35% (n = 290,000). percent response, % at 10 µM. bead flow cytometry, Alexa488-MEK5 binding to MEKK2 mutant; in the data active = percent response above about 24%, passing the limit was not always enough; also: inactives centre near 1; some results filed as inactive read as strong as hits; reference of the scale not given here
# PHOSPHO1 block = inhibitors of human PHOSPHO1 phosphatase | Q8TCT1 | recombinant PHOSPHO1, absorbance phosphatase assay | inhibition, % at 13.3 µM | actives 1.1% (n = 290,000) | AID 1565; in the data active = inhibition above about 60%
# Target sequence (Q8TCT1 whole entry, looked up): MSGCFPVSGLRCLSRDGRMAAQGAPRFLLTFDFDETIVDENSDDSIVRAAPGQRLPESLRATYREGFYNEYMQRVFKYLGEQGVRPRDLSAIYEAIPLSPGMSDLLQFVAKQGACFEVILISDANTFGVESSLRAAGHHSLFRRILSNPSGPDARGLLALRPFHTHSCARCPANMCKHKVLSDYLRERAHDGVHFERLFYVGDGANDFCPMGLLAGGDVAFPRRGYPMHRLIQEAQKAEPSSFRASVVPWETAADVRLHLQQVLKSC
# DNA FID counter = counter-screen for HCV NS3 helicase inhibitors: DNA intercalator displacement | AID 1845 | DNA fluorescent intercalator displacement, fluorescence | inhibition, % at 7.9 µM | actives 0.17% (n = 290,000); in the data active = inhibition above about 37%;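 also: 0% = vehicle and 100% = reference compound; higher means more ethidium bromide displaced from hairpin DNA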
# M18AAP inhibitor = PfM18AAP enzyme inhibition. recombinant PfM18AAP, H-Glu-NHMec fluorogenic cleavage. inhibition, % at 7.35 µM. actives 1.2% (n = 290,000). AID 1822;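 active = inhibition above the campaign mean inhibition over all tested compounds plus 3 SD, cut at about 28% in these data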;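 also: 0% = plate median of test compound wells and 100% = 2 mM ZnCl2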
# MEKK3 PB1 HTS = modulators (inhibitors or enhancers) of MEK5 binding to human MEKK3 PB1 domain | actives 1.4% (n = 290,000) | bead-based flow cytometry, Alexa488-MEK5 binding to MEKK3; actives lie on both sides; 0 = blocked by unlabeled MEK5, 100 = vehicle | binding response (% of control), % at 10 µM | AID 1529 | Q99759;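 active = binding response more than 3 SD above or below the average of its plate-row segment, actives on both sides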;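 also: Alexa488 bead fluorescence after subtracting the streptavidin-only scavenger bead signal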
# GPR7 antag = antagonists of human GPR7 (neuropeptides B/W receptor 1); actives 1.1% (n = 290,000); GPR7-expressing cells, fluorescence antagonist assay; P48145; inhibition, % at 4.4 µM; in the data active = inhibition above about 16%, passing the limit was not always enough;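 also: cells stimulated with the agonist NPW; 0% = agonist with vehicle and 100% = vehicle without agonist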
# Target sequence (P48145 whole entry, looked up): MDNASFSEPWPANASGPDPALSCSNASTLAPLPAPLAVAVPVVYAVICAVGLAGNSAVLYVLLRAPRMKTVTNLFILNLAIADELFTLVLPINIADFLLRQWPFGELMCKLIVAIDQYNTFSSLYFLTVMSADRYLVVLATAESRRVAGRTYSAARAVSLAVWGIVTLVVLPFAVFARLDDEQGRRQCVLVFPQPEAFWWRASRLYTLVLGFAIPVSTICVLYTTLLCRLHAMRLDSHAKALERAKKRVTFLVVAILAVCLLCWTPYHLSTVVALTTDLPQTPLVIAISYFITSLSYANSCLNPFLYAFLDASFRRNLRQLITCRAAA
# MEKK2wt PB1 HTS = raises or lowers MEK5 binding to wildtype human MEKK2 PB1 domain | actives 1.1% (n = 290,000) | AID 1531 | binding response (% of control), % at 10 µM | bead flow cytometry, Alexa488-MEK5 binding to MEKK2 WT; actives lie on both sides; in the data active = binding response below about 67% or above about 130%
# Active calls of the source: *; nt = not tested or not shown; [ ] = dose if it differs, or a comment. Some of the compounds tested, so the mix of outcomes need not match the whole.
SMILES,NALP1 yeast inh,OXTR ag,MEKK2 mut-MEK5,PHOSPHO1 block,DNA FID counter,M18AAP inhibitor,MEKK3 PB1 HTS,GPR7 antag,MEKK2wt PB1 HTS
CC(=Nc1c(C)n(C)n(-c2ccccc2)c1=O)c1c(O)n(Cc2ccccc2)c(=O)[nH]c1=O,15,0.0,-2,2,-21,-2,97,-6,97
COc1ccc(C2SCC(=O)Nc3c2c(C)nn3-c2ccccc2)cc1OC (stereo not drawn),16,0.4,4,38,-8,-1,101,-11,101
O=c1[nH]c(=O)n(CCC2=CCCCC2)c(O)c1C=NCc1cccnc1,9,-0.2,nt,14,-15,-7,nt,-5,nt
CCOP(=S)(OCC)SCC(=O)NC(C(=O)O)C(C)C (stereo not drawn),-6,0.8,-4,3,-1,-5,91,-6,94
COc1cc(OC)c2c(c1)O[C@@H](c1ccc(OC)c(OC)c1)[C@H](O)C2,17,-1.1,-7,39,-21,-3,101,1,94
CCCCCn1c(=O)c(C(=O)NC(C)c2ccccc2)c(O)c2ccccc21 (stereo not drawn),7,-0.1,3,19,-5,2,102,-11,103
CC1CCC(N2CCN(C(=O)COc3ccccc3)CC2)CC1 (stereo not drawn),25,1.6,-1,27,-9,1,101,-5,100
Cc1ccc(-c2nc3ccccc3c(=O)n2-c2ccc(O)cc2)cc1,9,-2.3,1,48,-1,11,106,-6,104
O=c1c2ccccc2nc(-c2ccco2)n1-c1ccncc1,27,2.7,6,14,-4,-12,107,-1,106
NC(N)=N/N=C/c1ccc(N(c2ccccc2)c2ccccc2)cc1,26,5.7,73*,20,25,7,114,-12,235*
O=C1C2CCCN2C(c2ccncc2)N1c1ccc(Cl)c(Cl)c1 (stereo not drawn),-13,0.2,1,4,-4,2,105,0,112
CC(=NCc1ccc2c(c1)OCO2)c1c(O)n(-c2ccccc2)c(=O)[nH]c1=O,2,-1.4,-3,24,-18,2,101,-13,103
CC(C)CCN1CCN(Cc2c(F)cccc2Cl)CC1CCO (stereo not drawn),27,0.7,-8,10,-8,-8,100,3,93
Cc1nn(Cc2ccc(Cl)cc2Cl)c(Cl)c1C(=O)Nc1ccc(OC(F)F)cc1,15,-1.5,-2,9,-1,-6,97,-5,100
COc1cccc(-c2nc3ccc(N4CCN(C)CC4)cc3[nH]2)c1,17,-0.5,4,4,41*,7,102,-13,110
CCOC(=O)C1=C(N)Oc2cc(C)oc(=O)c2C12C(=O)N1c3c(cccc32)C(C)=CC1(C)C (stereo not drawn),12,1.0,0,-2,-33,-2,99,-10,95
CCC(=O)N1N=C2C3CCN(CC3)C2C1c1ccc(C)cc1 (stereo not drawn),23,-0.6,10,4,-9,-8,112,-11,97
OC[C@@H](O)CCl,nt,0.3,4,nt,nt,nt,106,nt,107
O=C(c1ccc2c(c1)ncn2C1CCCCCC1)N1CCC2(CC1)OCCO2,-8,0.5,-11,13,-38,2,83,12,93
COC(=O)NC(=C(Cl)Cl)P(=O)(c1ccccc1)c1ccccc1,nt,-0.3,-19,32,-5,-17,87,-7,91
CCNC(=S)N1CCn2cccc2C1c1cccnc1 (stereo not drawn),-3,0.8,-2,-3,2,-15,98,-7,97
COc1ccccc1OCC(=O)N1CCN(Cc2ccc3c(c2)OCO3)CC1,2,0.4,-9,11,-9,1,103,10,93
COc1ccc2[nH]cc(CCN(C)C)c2c1,30,0.1,2,24,3,-1,102,-1,101
O=C1NC(=S)N(c2ccc(F)cc2)C(=O)/C1=C\c1ccoc1,5,nt,-11,14,-10,9,89,-4,82
O=C(O)C(Cc1cnc[nH]1)NS(=O)(=O)c1ccc(Br)cc1 (stereo not drawn),28,0.1,-2,12,0,-6,103,-11,101
COc1cccc(N2C(=O)NC(=O)/C(=C\c3cn(C)c4ccccc34)C2=O)c1,27,1.3,7,36,-10,32*,105,1,105
COc1ccc(CCC(=O)NCCc2cnc[nH]2)cc1,12,0.6,5,18,-5,-5,103,-10,99
O=C(c1ccccc1[N+](=O)[O-])N1CCC2(CC1)OCCO2,5,-0.2,3,25,-3,8,102,-14,107
CCOc1cc(C2C(C#N)=C(N)Oc3c2c(=O)oc2ccccc32)ccc1OC(=O)c1cccs1 (stereo not drawn),19,0.8,0,3,-33,-1,129*,-2,100
OC(Cn1c2ccccc2c2ccccc21)C[n+]1ccccc1 (stereo not drawn),16,-0.2,0,24,18,-8,106,-7,115
CCN1CCN(Cc2ccc(C)cc2)CC1,0,1.2,-2,25,-7,1,83,-5,83
Cc1ccn2nc(S(=O)(=O)Nc3c(F)cccc3F)nc2n1,13,0.6,-2,-6,0,-5,99,-8,97
C=CCn1c(O)c(/C=C/C=Nc2ccccc2)c(=O)[nH]c1=O,18,4.3,0,14,-3,6,90,-4,98
CC/C(=N\Nc1cccc2ccccc12)c1c(O)[nH]c(=O)[nH]c1=O,20,0.0,3,3,-3,-3,97,-5,36*[inhibitor]
CCCCn1c(=O)c(C(=O)Nc2ccccc2)c(O)c2ccccc21,-14,1.0,-1,-6,9,1,101,-3,96
OC(c1ccncc1)(c1ccc(F)cc1)c1ccc(F)cc1,11,-2.5,0,8,-5,-2,108,-5,100
COP(=O)(Cc1ccc(C#N)o1)OC,-15,0.5,-2,29,0,2,102,-12,98
NNC(=O)CN1C(=O)CN=C(c2ccccc2)c2cc(Br)ccc21,15,-0.1,2,20,-33,-2,107,-11,99
O=C1N(CN2CCOCC2)c2ccccc2C1(O)c1c[nH]c2ccccc12 (stereo not drawn),-14,1.7,9,2,-1,-2,107,7,106
CC(C)OC(=O)C1C(=O)NC2(C)CC1c1ccccc1O2 (stereo not drawn),-10,0.0,3,9,-8,-12,100,-8,100
CC(C)(C)P(=O)(NCc1ccccc1)c1ccccc1 (stereo not drawn),12,0.2,-12,-12,-7,-2,105,-2,96
C=CCn1c(O)c(C(C)=NCc2ccco2)c(=O)[nH]c1=O,10,1.0,-3,5,-2,2,105,-1,102
CCC(C)n1c(O)c(/C=N/Nc2nc3c(c(=O)n(C)c(=O)n3C)n2C)c(=O)[nH]c1=S (stereo not drawn),3,-0.3,-2,24,-7,6,103,-8,101
Cc1onc(-c2ccccc2)c1C(=O)N1CCC2(CC1)OCCO2,7,-0.1,-2,4,1,5,99,-6,98
Oc1ccc(C2=CCNCC2)cc1O,nt,0.0,-7,nt,nt,nt,94,nt,92
CN1CCN(Cc2cc(=O)n3ccsc3n2)CC1,12,nt,-6,20,-4,1,98,-4,93
Cc1cc(C)c(C2=NOC(O)(C(F)(F)F)C2)c(=O)[nH]1 (stereo not drawn),-22,2.0,2,-2,2,6,104,-16,100
c1coc(CNCCc2c[nH]c3ccccc23)c1,9,0.8,4,24,-4,-2,108,-5,109
O=C(Nc1ccc(Cl)c(Cl)c1)c1ccco1,-1,-1.8,-2,56,0,-8,105,1,102
N#CCCn1cc(C(=O)Nc2ccccc2Cl)c(-c2ccc([N+](=O)[O-])cc2)n1,38,3.5,-3,6,5,-5,98,-2,68
COc1ccc(Cc2nccc3cc(OC)c(OC)cc23)cc1OC,12,19,7,-6,-2,-4,103,-14,103
CC/C(=C\C=C\[C@@H]1C=C[C@@H]2CCC[C@H]2[C@@H]1C(=O)c1ccc[nH]1)[C@@H]1O[C@@H]([C@@H](C)C(=O)O)CC[C@@H]1C,8,8.5,-2,-16,-55,0,81,10,87
CCCC/C(C)=C/[C@@H](NP(=O)(c1ccccc1)c1ccccc1)c1ccccc1,25,-0.4,-3,-6,-34,5,94,-3,97
O=[N+]([O-])c1ccc(N2CCNCC2)cc1Sc1ccccn1,32,-0.4,-2,9,19,9,95,-5,99
Cc1cccc(C)c1N1CCN(c2c(C)cccc2C)CC1,16,nt,2,-8,-3,2,103,2,102
O=C(Cc1ccc(N(CCCl)CCCl)cc1)NC(Cc1ccc(Cl)cc1)C(=O)O (stereo not drawn),3,0.1,5,29,-15,-2,110,-15,111
N=C1c2ccccc2CN1NC(=O)c1ccccc1,19,-0.1,1,11,-4,5,101,-12,99
CCOc1cccc(N2C(=O)CC(=O)NC2=O)c1,14,-0.4,9,6,-36,15,102,-15,106
CC(C)c1onc(C(=O)N2CCC3(CC2)OCCO3)c1[N+](=O)[O-],0,0.6,1,64*,-8,9,95,-3,98
CCN(CC)S(=O)(=O)c1ccc(NN=C(C#N)C#N)cc1,16,4.2,-1,-2,-10,-1,88,-3,94
NCCc1nc2ccccc2s1,17,0.4,-2,2,0,-5,100,-2,97
CCN(CC)CCCNC(=O)c1c(O)c2ccccc2n(Cc2ccccc2)c1=O,2,4.7,8,27,22,2,98,5,123

# Among those listed so far, these have an aryl methoxy group:
SMILES,NALP1 yeast inh,OXTR ag,MEKK2 mut-MEK5,PHOSPHO1 block,DNA FID counter,M18AAP inhibitor,MEKK3 PB1 HTS,GPR7 antag,MEKK2wt PB1 HTS
COc1ccc(C2SCC(=O)Nc3c2c(C)nn3-c2ccccc2)cc1OC (stereo not drawn),16,0.4,4,38,-8,-1,101,-11,101
COc1cc(OC)c2c(c1)O[C@@H](c1ccc(OC)c(OC)c1)[C@H](O)C2,17,-1.1,-7,39,-21,-3,101,1,94
COc1cccc(-c2nc3ccc(N4CCN(C)CC4)cc3[nH]2)c1,17,-0.5,4,4,41*,7,102,-13,110
COc1ccccc1OCC(=O)N1CCN(Cc2ccc3c(c2)OCO3)CC1,2,0.4,-9,11,-9,1,103,10,93
COc1ccc2[nH]cc(CCN(C)C)c2c1,30,0.1,2,24,3,-1,102,-1,101
COc1cccc(N2C(=O)NC(=O)/C(=C\c3cn(C)c4ccccc34)C2=O)c1,27,1.3,7,36,-10,32*,105,1,105
COc1ccc(CCC(=O)NCCc2cnc[nH]2)cc1,12,0.6,5,18,-5,-5,103,-10,99
COc1ccc(Cc2nccc3cc(OC)c(OC)cc23)cc1OC,12,19,7,-6,-2,-4,103,-14,103
